From PubChem BioAssay
NPSR antag: qHTS Assay for Antagonists of the Neuropeptide S Receptor: cAMP Signal Transduction; Q6W5P4; CHO-NPSR cells, cAMP TR-FRET, antagonist mode; Potency, µM (highest dose often 38.3 µM), without a hit: at the top dose activity change, negative = inhibition, usual class: inhibitors; 1% of 220,000 active; AID 1461, 2008; note: potency is the fitted concentration of half-maximal effect; % is set by controls: 0 for no effect and ±100 for the full control effect; nearly all actives have a fitted effect of over 50% in size; many of its hits are not listed in these tables
Target sequence (Q6W5P4 whole entry, looked up): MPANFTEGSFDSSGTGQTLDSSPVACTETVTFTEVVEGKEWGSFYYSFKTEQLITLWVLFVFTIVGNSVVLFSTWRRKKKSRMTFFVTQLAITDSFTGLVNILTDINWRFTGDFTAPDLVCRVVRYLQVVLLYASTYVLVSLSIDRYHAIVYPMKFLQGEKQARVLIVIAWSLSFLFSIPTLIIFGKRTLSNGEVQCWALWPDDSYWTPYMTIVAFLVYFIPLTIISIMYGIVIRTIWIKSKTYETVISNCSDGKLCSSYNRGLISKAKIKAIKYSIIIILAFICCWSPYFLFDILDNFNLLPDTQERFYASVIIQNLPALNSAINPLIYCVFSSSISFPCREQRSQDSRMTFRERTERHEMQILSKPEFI
CBFb RUNX1 block: qHTS Assay for Compounds Blocking the Interaction Between CBF-beta and RUNX1 for the Treatment of Acute Myeloid Leukemia. AID 1477, 2009. Potency, µM (titrated, usually from 59.8 µM), without a hit: top-dose activity, negative = inhibition, hits mostly inhibitors. AlphaScreen CBFb-His/RUNX1-biotin binding, biochemical. 230,000 tested, under 10 active; note: % of control where 0% means no effect
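CBFb-His/RUNX1-biotin, 30 nM each, preincubated 20 min RT; compound 15 min RT; Ni + streptavidin beads 50 ng each, 90 min RT; AlphaScreen read.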
KinaseGlo FLuc: Counterscreen for Luciferase (Kinase-Glo TM) Inhibition; Luciferin 4-monooxygenase (Photuris pensylvanica), Q27757; Kinase-Glo luciferase, ATP luminescence, 8 min; Potency, µM (titrated, usually from 38.3 µM), for inactives: top-dose activity change, negative = inhibition, usual class: inhibitors; 0.28% of 200,000 active; AID 1379, 2008; note: potency is the fitted concentration of half-maximal effect; % is set by controls: 0 for no effect and ±100 for the full control effect; nearly all actives have a fitted effect of over 60% in size
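Recombinant Kinase-Glo luciferase, 10 uM ATP (linear range), luciferin; imidazole pH 7.2 / KCl / MgCl2 / Tween / BSA buffer; 8 min RT; luminescence.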
HTT aggregate: qHTS Multiplex Assay to Identify Dual Action Probes in a Cell Model of Huntington: Aggregate Formation (GFP). PC12 HttQ103-GFP aggregates, Acumen cytometry, 40 h. Potency, µM (highest dose often 46.1 µM), for inactives: at the top dose activity change, negative = inhibition, most hits filed as inhibitors. 1.1% of 220,000 active. AID 1688, 2009; note: potency is the fitted concentration of half-maximal effect; % is set by controls: 0 for no effect and ±100 for the full control effect; nearly all actives have a fitted effect of over 60% in size
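Inducible Q103 Huntingtin exon 1–GFP PC12 line, 1500 cells/well in phenol red free DMEM with 5% equine and 5% calf serum. Tebufenozide 100 nM induced expression; compounds titrated; aggregates quantified by cytometry.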
Epigenetic derep: Quantitative High-Throughput Screen for Regulators of Epigenetic Control; AID 1865, 2009; Potency, µM (doses to about 53.9 µM), for inactives: top-dose GFP activation, most hits filed as activators; murine LDR cells, GFP reporter derepression, 30 h; 0.2% of 280,000 active; note: potency is the fitted concentration of half-maximal effect; % of control where 0% means no effect; nearly all actives have a fitted effect of over 60% in size
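GFP-positive cell count by laser-scanning cytometry (objects 20–120 um) after 30 h, 37 C compound exposure of murine LDR cells; reporter is CMV-GFP integrated at a silenced locus, inducible by HDAC or DNMT inhibitors.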
LMNA splice mod: qHTS Assay for Modulators of Lamin A Splicing | HeLa LMNA splicing GFP/RFP minigene ratio, 48 h | Potency, µM (top dose mostly 46.1 µM), inactives show at the highest dose ratio change, negative = inhibition, usual class: inhibitors | 0.01% of 200,000 active; active = well fitted inhibition curve with a large enough effect in the signal ratio, with a control signal flat, not every such curve was filed as active; inconclusive = small, poorly fitted or top-dose-only effect, or effect the other way, or a change in a side signal; the % refers to the signal ratio; note: potency is the fitted concentration of half-maximal effect; % is set by controls: 0 for no effect and ±100 for the full control effect
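Read-out is the ratio of GFP to DsRed2 object intensity, acquired by 488 nm laser-scanning cytometry on HeLa lamin A-EGFP minigene reporter cells. Compound incubation 48 hrs at 37 °C in Opti-MEM with 2% FBS; DMSO 0.5% final.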
IMPase Li inh: qHTS Assay for Identifying the Cell-Membrane Permeable IMPase Inhibitors: Potentiation with Lithium; 0.35% of 210,000 active; AID 1457, 2008; CHO-M1 cells, IP1 TR-FRET (IP-One), carbachol + lithium; Potency, µM (series often up to 59.4 µM), for inactives: at the top dose activity, negative = IMPase inhibition, actives largely listed as inhibitors;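 note: IP1 builds up when IMPase is blocked and the TR-FRET signal falls; potency is the fitted concentration of half-maximal effect; plate controls were basal vehicle for no effect and high inhibitor control for full effect; nearly all actives have a fitted effect of over 50% in size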
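CHO-M1, 2000 cells/well, 16–30 h culture; cpd + low Li+, 30 min 37C; lysis with d2-IP1/Eu-anti-IP1 Ab, 10 min RT; TR-FRET 665/620 ratio and 620 channel; AC50 via Hill.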
* = called active by the depositor; ? = inconclusive; nt = no result given; [ ] = another dose, or the depositor's remark. Unless noted, calls come from the whole dose curve; as a rule, active = well fitted curve in the direction sought with a large enough effect; inconclusive = small, poorly fitted or top-dose-only effect, or another doubt; inactive = no such curve, though single readings can be large; an effect the other way counts as inactive or inconclusive. These rows are one share of the data; rates above refer to the full screens.

Structure	CBFb RUNX1 block	Epigenetic derep	LMNA splice mod	IMPase Li inh	NPSR antag	KinaseGlo FLuc	HTT aggregate
Cc1ccc(-n2c(C)nnc2SCC(=O)N2CCc3ccccc3C2)cc1	-5%	0.0%	-10%	5%	1%	-1%	3%
Cc1c(-c2ccnc3cc(C(=O)O)nn23)cnn1C	7%	-0.2%	-2%[46 µM]	-12%	3%	-1%	11%
CC(C)c1ccc(NC(=O)CNC(=O)Cn2cnc3ccccc3c2=O)cc1	2%	8.1%	nt	-12%	-1%	0%	-11%
CC(NC(=O)COC(=O)CC(c1ccccc1)c1ccccc1)c1ccccc1 (configuration not stated)	4%	1.5%	-6%	5%	-21%	1%	-3%
N#CC1=C(N)Oc2n[nH]c(-c3ccc(F)cc3)c2C1c1cccnc1 (configuration not stated)	0%	-0.3%	7%	-5%[38.3 µM]	-13%[46.1 µM]	-4%	13%
COC(=O)CSc1snnc1-c1ccc(Cl)c(Cl)c1	14%	0.9%	3%	10%[38.3 µM]	-7%[46.1 µM]	-6%	-6%
O=C(C1CCN(Cc2nc(-c3ccc(Cl)cc3)no2)CC1)N1CCOCC1	7%	5.2%	nt	nt	14%	nt	-4%[9.22 µM]
CCn1c(SCC(=O)O)nc2ccccc21	6%	-1.0%	nt	-4%	-2%	-4%	-17%[9.22 µM]
Cc1ccc(C2CC(c3cccs3)=NN2C(=O)c2ccco2)o1 (configuration not stated)	-13%	-0.8%[10.1 µM]	?	13%	-32%	0%	1%[9.22 µM]
Cc1ccccc1OCC(O)CN1CCN(c2ccc(Cl)cc2)CC1 (configuration not stated)	11%	8.6%	nt	nt	-35%	nt	3%[9.22 µM]
OCC1OC(n2nnc3ccccc32)C(O)C(O)C1O (configuration not stated)	9%	7.5%	-4%	-6%[38.3 µM]	0%[46.1 µM]	-4%	2%
CCc1nnc(NC(=O)CCn2cnc3ccccc3c2=O)s1	-2%	-1.3%	nt	-3%	13%	0%	12%[9.22 µM]
CC(=O)N(CCN(C(C)=O)c1ccccc1)c1ccccc1	4%	-2.1%	13%	27%[38.3 µM]	4%[46.1 µM]	0%	1%
COCCCNC(=O)C1CCCN(C(=O)Nc2ccc(OC)cc2)C1 (configuration not stated)	9%	-7.9%	-8%	19%[38.3 µM]	-9%[46.1 µM]	-2%	-5%
CC(NC(=S)Nc1cccc(C(F)(F)F)c1)C(C)(C)C (configuration not stated)	5%	1.1%	-29%[46 µM]	16%	-24%	0%	?
COC(=O)c1cccc(-n2cnnn2)c1	4%	-1.0%	5%	9%	20%	2%	-18%
CSc1nc(N)nc(C(C)C)n1	12%	1.1%	nt	nt	7%	nt	-4%[9.22 µM]
Cc1cc(C)c2c(N=NN3CCOCC3)[nH]nc2n1	9%	-3.2%	?	1%	4%	0%	1%
COc1ccc(C2N(S(=O)(=O)c3ccc(C)cc3)CCN2S(=O)(=O)c2ccc(C)cc2)cc1	2%	-2.3%	13%	36%[activator][38.3 µM]	-23%[46.1 µM]	-2%	-3%
O=C(O)c1ccc(/C=N/N2CCN(Cc3cccc4ccccc34)CC2)cc1	-5%	1.1%	nt	19%	-32%	0%	-11%
CCOc1cc(NC(=S)NC)c(OCC)cc1NC(=O)c1ccco1	-7%	2.1%	?	-7%	3%	9%	19%
C=CCNC(=O)c1ccc(C)cc1Cl	5%	-2.4%	7%	-12%[38.3 µM]	-9%[46.1 µM]	0%	9%
COC(=O)c1cc(NC(=O)c2ccco2)ccc1N1CCOCC1	8%	-0.1%	nt	nt	-6%	nt	1%[9.22 µM]
CCC(=O)Nc1ccc(C(=O)Nc2ccc3c(c2)C(=O)N(CC2CCCO2)C3=O)cc1 (configuration not stated)	13%	0.0%	-2%	10%[38.3 µM]	-6%[46.1 µM]	-2%	-6%
COc1cc(NC(=O)CCc2ccccc2)nc(OC)n1	0%	0.2%	20%	-11%[38.3 µM]	-11%[46.1 µM]	-1%	-4%
CC1CC2(C)Oc3ccccc3C3OCC1(CO)C(C)C32 (configuration not stated)	9%	-3.0%	-4%	-15%[38.3 µM]	-11%[46.1 µM]	8%	?
COc1ccc(CN2C(=O)CSC2c2ccccn2)cc1 (configuration not stated)	3%	1.1%	26%[46 µM]	nt	-16%	nt	-12%[9.22 µM]
CCc1nnc(NC(=O)C2CCCN2S(=O)(=O)c2ccc(F)cc2)s1 (configuration not stated)	7%	-1.0%	1%	14%[38.3 µM]	-8%[46.1 µM]	0%	-8%
Cc1cccc(N2C(=O)SC(N(C)c3ccccc3)C2=O)c1 (configuration not stated)	12%	-1.0%	-2%	31%[activator][38.3 µM]	-16%[46.1 µM]	26%	-19%
CN1CCN(NC(=O)c2cc(-c3ccccn3)nc3ccccc23)CC1	-4%	1.1%	11%[46 µM]	-7%	9%	1%	-5%
Cc1ccc2[nH]c3c(=S)nc[nH]c3c2c1	-8%	1.1%	-23%	13µM*	-54%	4%	-19%
O=C(NCCC1=CCCCC1)C1COc2ccccc2O1 (configuration not stated)	6%	-1.7%	?	-5%[38.3 µM]	3%[46.1 µM]	-2%	5%
COc1ccc(S(=O)(=O)Cc2ccc(C(=O)NCc3cccnc3)o2)cc1	1%	2.9%	-9%	7%[38.3 µM]	2%[46.1 µM]	1%	4%
CC(C)c1ccc(N=C2NN=C(c3cccs3)CS2)cc1	?	5.3%	nt	-13%	-18%	-5%	?
COc1ccc(C2NCCc3c2[nH]c2ccccc32)cc1CN1CCc2cc(OC)c(OC)cc2C1C (configuration not stated)	-17%	0.0%	nt	nt	-58%	nt	-8%[9.22 µM]
CC(=O)c1c(C)[nH]c(C(=O)Nc2ccc3c(c2)OCCO3)c1C	12%	2.8%	1%	-3%[38.3 µM]	-19%[46.1 µM]	-17%	18%
Cc1nc(OCC(C)C)c2sc3nc4c(cc3c2n1)COC(C)(C)C4	9%	0.0%	nt	nt	0%	nt	-1%[9.22 µM]
C=CCOC(=O)C1=C[C@@H](c2cn(C(C)=O)c3ccccc23)C[C@@H](OCCCCO)O1	-4%	-0.7%	nt	-1%	21%	nt	11%[9.22 µM]
COc1ccc(NC(=O)CSc2nc(O)cc(=O)n2-c2ccccc2OC)cc1	-25%	-1.4%	?	13%[38.3 µM]	5%[46.1 µM]	5%	3%
Cc1cccc(CN2C[C@]34CC[C@@H](C[C@@H]3S2(=O)=O)O4)c1	-1%	2.4%	nt	nt	15%	nt	-19%[9.22 µM]
CCOc1cc(C(=O)Nc2ccccc2N2CCOCC2)ccc1OCC(=O)N1CCCCC1	5%	0.1%	-4%[46 µM]	5%	-9%	-1%	-3%
COc1cccc(C(N)CC(=O)O)c1 (configuration not stated)	3%	-1.0%	1%	26%[38.3 µM]	-3%[46.1 µM]	-2%	-7%
COc1cc(NC(=S)NCc2ccco2)cc(OC)c1OC	1%	-1.0%	-15%	2%	22%	-3%	-5%
CCOC(=O)c1oc2c(O)c(O)ccc2c(=O)c1-c1nncn1-c1ccccc1	-2%	-2.1%	5%	22%[38.3 µM]	-6%[46.1 µM]	-1%	-7%
NCCCNC(=O)c1cc2ccccc2[nH]1	-2%	0.6%	-12%	7%[38.3 µM]	-11%[7.67 µM]	-1%	11%
COCCOC(=O)c1c(C)n(C)c2ccc(OC(=O)c3cccs3)cc12	3%	-1.9%	9%	-26%[38.3 µM]	0%[46.1 µM]	1%	-2%
Cc1c(NC(=O)C(C)Sc2n[nH]c(N)n2)c(=O)n(-c2ccccc2)n1C (configuration not stated)	0%	1.3%	7%	6%[38.3 µM]	2%[46.1 µM]	2%	-1%[9.22 µM]
COc1ccccc1CCN=C(N)NS(=O)(=O)c1ccc(C)cc1	-3%	1.5%	nt	8%	-12%	1%	8%[9.22 µM]
COCCNC(=O)[C@H](C)[C@@H]1C[C@@]1(C)[C@@H](NC(=O)OCc1ccccc1)c1ccccc1	10%	-3.8%	nt	-5%	nt	-4%	nt
Cc1ccc(NC(=O)COC(=O)CNC(=O)c2ccc(C)s2)cc1	8%	-4.1%	-7%[46 µM]	2%	14%	0%	6%
